Vif inh – inhibitors of HIV Vif | HEK293T cells, Vif self-association by quenched fluorescence, imaging, 24 h | inhibition, % at 7.49 µM | actives 0.35% (n = 340,000) | AID 602346; in the data active = inhibition above about 50%, passing the limit was not always enough; note: some results filed as inactive read as strong as hits
MITF TRPM1 inh – inhibitors of MITF-driven TRPM1 promoter in melanoma cells | SK-MEL-5 TRPM1 promoter luciferase, 24 h | inhibition, % at 12.5 µM | actives 0.83% (n = 330,000);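 active = mean inhibition across replicates of 60% or more, whatever share of single replicates reaches that level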; note: values of inactives mirror those of a sister screen read the other way
Peg3 prom inh – reduces Peg3 promoter-driven luciferase expression in HeLa | HeLa PEG-Prom luciferase reporter, luminescence, overnight | inhibition, % at 20 µM | actives 1.7% (n = 360,000) | AID 588405;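 active = inhibition of at least 50% at 20 µM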
HIF-2a block – inhibitors of HIF-2a. actives 0.72% (n = 360,000). 786-0 RCC cells HIF-2a reporter, luciferase luminescence, overnight. AID 624352. inhibition, % at 18.8 µM;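 active = inhibition of the luminescence signal of 40% or more relative to plate controls, in a single-dose primary screen at 18.75 µM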
aDG glyco act – alpha-DG glycosylation activation; Pro5-aDG cells, alpha-DG glycosylation AlphaScreen (IIH6); 0% Pro5, 100% B10-LARGE cell signal; activation, % at 10 µM; actives 0.22% (n = 360,000);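 active = activation of at least 8% versus controls, or a plate z-score of at least 8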;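 note: Pro5 are CHO cells carrying HIG-tagged alpha-DG that lacks glycosylation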
NR2E3 ag-1 – human photoreceptor-specific nuclear receptor agonism; AID 602229; inhibition of corepressor binding, % at 3.98 µM; CHO-S Gal4-NCOR/VP16-NR2E3 two-hybrid, luciferase; actives 0.35% (n = 360,000); Q9Y5X4;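 active = inhibition above the mean of all tested compounds plus 3 SD, cut at about 70% in these data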;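 note: 0% = DMSO with NR2E3 transfected cells and 100% = cells lacking NR2E3 construct; higher means lower luciferase signal from less NR2E3 corepressor binding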
Target sequence (Q9Y5X4 whole entry, looked up, the tested form may be a part): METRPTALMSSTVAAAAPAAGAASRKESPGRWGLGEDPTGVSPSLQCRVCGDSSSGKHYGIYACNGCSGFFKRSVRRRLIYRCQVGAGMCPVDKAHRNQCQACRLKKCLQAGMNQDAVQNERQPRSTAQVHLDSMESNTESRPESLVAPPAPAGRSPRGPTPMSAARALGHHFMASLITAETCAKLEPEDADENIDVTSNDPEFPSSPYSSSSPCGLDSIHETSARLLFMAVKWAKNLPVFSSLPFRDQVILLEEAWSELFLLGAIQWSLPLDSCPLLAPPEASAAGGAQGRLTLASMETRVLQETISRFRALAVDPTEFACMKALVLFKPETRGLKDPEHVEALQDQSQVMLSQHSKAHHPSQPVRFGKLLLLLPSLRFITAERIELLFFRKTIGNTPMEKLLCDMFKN
Exocytosis inh – lytic granule exocytosis inhibition; TALL-104 LAMP-1 surface exposure, flow cytometry; cells stimulated with thapsigargin and PMA; inhibition, % at 10 µM; actives 0.66% (n = 360,000); AID 651702;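 active = inhibition above about 55%, limit read from the data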
PDI turbidity – blocks human protein disulfide isomerase activity; P07237; PDI insulin aggregation turbidity, A650, 90 min; inhibition, % at 10 µM; actives 0.052% (n = 350,000);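 active = mean inhibition across replicates of 30% or more, whatever share of single replicates reach that level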;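 note: absorbance from insulin aggregation driven by PDI reduction with DTT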
Target sequence (P07237 whole entry, looked up): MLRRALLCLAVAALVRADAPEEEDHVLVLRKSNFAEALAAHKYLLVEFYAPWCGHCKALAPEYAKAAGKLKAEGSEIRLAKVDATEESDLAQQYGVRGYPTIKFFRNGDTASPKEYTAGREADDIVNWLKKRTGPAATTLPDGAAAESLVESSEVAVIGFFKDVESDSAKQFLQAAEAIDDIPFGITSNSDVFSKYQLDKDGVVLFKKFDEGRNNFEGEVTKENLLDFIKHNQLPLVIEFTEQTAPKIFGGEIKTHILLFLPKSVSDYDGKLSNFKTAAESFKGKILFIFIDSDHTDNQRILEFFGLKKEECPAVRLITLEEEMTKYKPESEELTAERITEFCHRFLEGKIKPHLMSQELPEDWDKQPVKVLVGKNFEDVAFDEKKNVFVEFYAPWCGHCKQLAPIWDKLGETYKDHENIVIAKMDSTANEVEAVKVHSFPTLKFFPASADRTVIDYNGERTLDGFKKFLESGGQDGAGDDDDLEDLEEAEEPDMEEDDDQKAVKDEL
NR2E3 ag-2 – agonists of human nuclear receptor NR2E3. Q9Y5X4. GST-NR2E3/biotin-RetCOR TR-FRET, 1536-well. inhibition of corepressor binding, % at 4.78 µM. actives 0.12% (n = 320,000). AID 2300;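 active = percent inhibition above the cutoff of mean plus 3 SD of all tested compounds, set per screening campaign, cut at about 20% in these data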;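 note: 0% = DMSO wells and 100% = biotin wells as full block of FRET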
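Test system: GST-NR2E3 and biotin-RetCOR proteins | Quantity: 1.35 nM GST-tagged NR2E3 final | Medium: Tris pH 7.5 | Also added: 7 nM biotin-RetCOR | Dosing: Compound at 4.8 µM, single dose | Timing: 5 h at 4 °C | Detection: Time-resolved FRET | Read-out basis: Percent inhibition | Benchmarks: Biotin wells as high control, 0.6% DMSO wells as low control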
CaV13 ICDI inh – Primary screen for inhibitors of IQ motif and Ca2+-dependent inactivation inhibitor domain binding in CACNA1D, Förster resonance energy transfer in living cells, …. HEK cells, CFP/YFP FRET ICDI-IQ, plate reader, 10 min; percent FRET-ratio fall versus neutral wells. inhibition, % at 12.3 µM. actives 0.098% (n = 340,000). AID 743397;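 active = mean replicate inhibition of at least 30% and at least 1% of replicates passing that level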;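 note: 0% = median of the neutral control wells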
iPSC survival up – increases survival of single human iPS cells; actives 0.044% (n = 360,000); hiPSC single-cell survival, ATPlite luminescence; 100% = ROCK inhibitor wells, 0% = DMSO; survival enhancement, % at 20 µM; AID 602274; in the data active = survival enhancement above about 18%;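 note: cells exposed to compounds for 16 hours before the ATP read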
Starred values were filed as active, the others as inactive; . = not tested or not shown.

SMILES	Vif inh	MITF TRPM1 inh	Peg3 prom inh	HIF-2a block	aDG glyco act	NR2E3 ag-1	Exocytosis inh	PDI turbidity	NR2E3 ag-2	CaV13 ICDI inh	iPSC survival up
CCOC(=O)C1CCN(C(=O)COC(=O)/C=C/c2cccc(OC)c2OC)CC1	7	6	25	10	0.0	17	10	-3	.	-5	-0.5
CSc1ncccc1C(=O)N(C)CC(=O)Nc1ccc(Cl)cc1	-9	2	10	-2	-0.1	-26	-3	-18	0	-8	0.1
CCN(CC(=O)Nc1ccc(NC(C)=O)cc1)C(=O)CN1C(=O)NC2(CCCC2)C1=O	-14	6	12	-3	-0.1	4	3	3	0	-5	-0.4
CC(OC(=O)c1cc2ccccc2cc1O)C(=O)Nc1ccc(S(N)(=O)=O)cc1 (stereo unspecified)	4	7	-16	-8	-0.1	-11	2	3	4	-7	0.7
CC1CN(C(=O)C2CCCCC2)C(C)CN1C(=O)C1CCCCC1 (stereo unspecified)	1	-3	6	5	0.1	-8	-2	5	3	-8	0.5
CC(C)[C@H](NC(=O)N1CCn2c1nc1ccccc12)C(=O)NCc1ccco1	-4	-6	4	11	0.0	6	-3	-8	-2	-7	0.0
Cc1ccc(/C=C2\SC(=S)N(CCC(=O)Nc3ccc(O)cc3)C2=O)cc1	1	2	22	17	0.0	-16	-5	-6	-2	-4	-0.2
N=C1CCCC1C(=S)SCCC(N)=O (stereo unspecified)	3	.	-1	6	-0.3	-24	-4	7	.	-19	1.5
O=C(NCCc1ccco1)C(=O)NCC1CCCN1S(=O)(=O)c1ccccc1 (stereo unspecified)	-8	13	32	12	0.0	-24	3	-9	1	-6	-0.4
COc1cc2ccccc2cc1C(=O)Nc1ccc(Cc2ccncc2)cc1	-9	-1	-64	-126	4.5	10	-1	0	0	-9	-2.8
Cc1ccc(O)c(NC(=S)NC(=O)c2ccccc2Cl)c1	-6	-10	-59	-110	-0.3	-64	-4	7	2	-8	-1.7
Cc1cc(OC(=O)c2ccc(S(=O)(=O)N3CCOCC3)cc2)c([N+](=O)[O-])c(=O)[nH]1	6	-6	11	16	-0.3	-14	-3	3	.	4	-1.6
COc1ccccc1OC(=O)c1cc(Cl)nc2ccccc12	0	14	7	-1	0.9	-7	5	1	1	.	1.8
COc1ccc(-c2cc(C(F)(F)F)nc(N3CCCCC3)n2)cc1OC	.	-1	15	5	-0.1	-1	-2	-11	-2	-6	-1.0
O=C(CSc1n[nH]c(-c2ccncc2)n1)NC1CCS(=O)(=O)C1 (stereo unspecified)	0	3	19	12	-0.1	-14	-1	-3	-1	-5	0.0
COc1cccc(CN2CCN(S(=O)(=O)c3ccc(Br)cc3)CC2)c1	5	-6	10	4	0.3	-5	0	-4	1	-9	-2.2
CCOC(=O)CSc1nnc(-c2ccc(NS(=O)(=O)c3ccc(C)cc3)cc2)o1	9	2	6	1	0.0	-16	15	-2	3	-5	-1.6
COc1ccc(/C=N/Nc2cc(C)nc(N)n2)cc1	-13	-30	-124	-113	-0.4	0	0	6	0	-7	-0.8
O=C(CC(=O)N/N=C/c1ccc(O)cc1)N/N=C/c1ccc(O)cc1	-1	2	14	15	0.0	-36	-1	4	1	-10	-0.4
CN(C)C(/C=C/Nc1ccc(F)cc1)=C(C#N)C#N	10	4	7	12	-0.2	-19	-2	3	2	-4	-1.0
O=C(Cn1cc(C(=O)C(=O)N2CCOCC2)c2ccccc21)Nc1cccc(C(F)(F)F)c1	70*	.	-2	-8	0.1	-39	4	1	.	-10	0.1
Clc1ccc(SCc2csc(N3CCOCC3)n2)cc1	-6	-22	-104	-114	-0.1	-8	-2	-12	-1	-4	1.9
Cc1ccc(C(=O)Nc2nc(=O)n(C(=O)CC(C)C)s2)cc1	6	10	-29	-57	-0.1	-8	0	-1	1	-8	1.7
O=C(NCc1ccccc1CN1CCCC1)c1cccc(N2CCCC2=O)c1	-5	-4	-12	13	-0.2	78*	-1	-3	6	-6	0.1
COc1ccc(S(=O)(=O)N/N=C(/C)c2ccncc2)c(OC)c1	-1	-10	11	20	-0.1	14	-3	-2	0	-4	0.3
CN(CC(=O)O)c1ccc(S(=O)(=O)N2CCOCC2)cc1[N+](=O)[O-]	-1	-11	12	6	0.0	-23	7	7	3	0	-2.5
FC(F)(F)c1nc2ccccc2nc1N/N=C/c1c(Cl)cccc1Cl	8	7	33	15	-0.3	-32	-3	0	2	-6	1.0
COCCCNC(=O)Cn1c(=O)n(CCCCCC(=O)NCc2ccc3c(c2)OCO3)c(=O)c2sccc21	-4	6	16	22	-0.1	8	-2	0	3	-13	1.6
O=c1cc(N2CCN(Cc3ccccc3)CC2)[nH]c(=O)n1Cc1ccc(F)cc1	.	6	6	10	0.0	-14	-2	-14	2	-4	0.5
CCOc1ccc(N(CC(=O)N2CCN(c3ccccc3OC)CC2)S(=O)(=O)c2ccc(F)cc2)cc1	8	-6	11	10	-0.1	1	-2	8	.	.	-0.4
O=C(CN1CCN(C(=O)c2ccc(-c3nc4ccccc4s3)o2)CC1)Nc1ccccc1Cl	2	-57	-10	-216	-0.1	-17	4	-11	.	-6	-0.3
CCc1nnc(NC(=O)CSc2nnc(-c3ccc(S(=O)(=O)N(CC)CC)cc3)n2CC)s1	6	-3	7	12	-0.1	-14	-2	4	0	-9	0.5
CCCCOCCCNC(=O)CN1C(=O)c2ccccc2C1=O	4	11	5	7	0.4	0	8	2	3	-7	-1.0
Nc1ccn([C@@H]2O[C@H](CO)[C@@H](O)[C@@H]2O)c(=O)n1	-14	16	23	-7	-0.1	-23	-3	4	-2	-4	1.8
CC(C)OC(=O)Cn1cc(C#N)c2ccccc21	-6	4	9	8	-0.5	-17	-2	7	-5	-6	0.5
Cc1ccc(S(=O)(=O)Cc2ccc(C(=O)N3CCC(C(N)=O)CC3)o2)cc1	12	-39	-2	0	0.6	-5	-2	6	1	-7	-0.4
CCOC(=O)C(NC(=O)CC)(Nc1ccccc1)C(F)(F)F (stereo unspecified)	-6	5	-1	21	-0.1	-23	0	1	-1	-19	5.2
COc1ccc(N2C(=O)CSC2c2ccncc2)cc1 (stereo unspecified)	15	10	7	2	1.7	-14	0	4	-4	.	-0.7
CCOC(=O)C1C(C(=O)NN)C1C(=O)Nc1ccccc1 (stereo unspecified)	-1	1	0	10	0.4	0	1	7	-2	12	-0.8
Cc1ccc(Nc2nc(-c3ccc(S(=O)(=O)N4CCOCC4)cc3)cs2)cc1	.	16	33	-2	0.2	-3	0	-1	2	-9	0.1
C[C@H]1CN([C@@H](C)CO)C(=O)CCCn2nncc2CO[C@@H]1CN(C)Cc1ccc(-c2ccccc2)cc1	-3	.	18	13	0.1	3	5	4	.	-7	1.9
Cc1nn(-c2ccccc2)c(C)c1C(=O)N1CCN(S(=O)(=O)c2ccccc2)CC1	6	9	-6	4	-0.1	-4	8	-1	1	-6	-2.0
CC1(C)CC2CC(C)(CN2S(=O)(=O)c2ccc(C(=O)Nc3ccc(Cl)c(S(=O)(=O)N4CCOCC4)c3)cc2)C1 (stereo unspecified)	-16	16	25	-4	0.5	-4	-2	11	-1	.	-3.1
COc1ccc(CCNC(=O)c2ccc3c(c2)SC2=NS(=O)(=O)CCN23)cc1	10	-3	-11	3	0.0	1	-10	-3	2	3	0.0
CC(=O)Nc1ccc(NC(=O)C2CCCN(c3nnc(-n4cccc4)s3)C2)cc1 (stereo unspecified)	5	-2	-9	-16	2.0	-13	-1	10	1	.	-1.5
Cc1ccc(N2C(=O)C3C4C=CC(CC4)C3C2=O)cc1Cl (stereo unspecified)	-2	-7	-8	0	0.0	-14	11	7	-1	0	0.0
CN(C(=O)c1ccc(NC(=O)Cc2ccc(NC(=O)C3CCN(C(=O)C4CCCCC4)CC3)cc2)cc1)C1CCCC1	.	5	4	-4	-0.2	-22	1	1	.	-8	1.0
OC(CN1CCC(Cc2ccccc2)CC1)C(F)(F)F (stereo unspecified)	2	4	11	8	0.0	1	3	3	-3	-4	0.0
CN(c1ccccc1)S(=O)(=O)c1ccc(NC(=O)c2ccccc2)cc1	-1	-18	-18	-38	-0.2	2	20	5	2	-14	-1.0
C[C@@H]1CN([C@@H](C)CO)C(=O)c2cc(NC(=O)c3ccncc3)ccc2O[C@@H](C)CCCCO[C@@H]1CN(C)C(=O)Cc1ccccc1	-2	.	0	5	0.2	2	0	9	.	-2	-0.7
CCOC(=O)C1=CCN(S(=O)(=O)c2ccccc2Br)C1c1ccc(Br)cc1 (stereo unspecified)	39	.	32	2	0.1	-5	-1	.	.	-5	0.8
CC1(C)CC(NC(=O)Cc2ccccc2)CC(C)(C)N1	-8	-16	9	18	-0.2	-20	-6	-6	0	-5	-0.8
CCCCCC(=O)N1CC2(C)CN(C(=O)CCCCC)CC(C)(C1)C2=O	-5	1	-57	18	0.1	9	1	-10	-3	.	-1.3
COc1ccc(CCNC(=O)c2nc3ncccn3n2)cc1OC	5	0	-9	13	-0.1	-8	1	2	0	-7	1.5
S=C(NCCc1ccccc1)N1CCN(C(=S)NCCc2ccccc2)CC1	9	-2	-1	10	0.0	-4	1	-23	.	-6	-0.4
O=c1cc(O)c2ccccc2n1Cc1ccccc1Cl	7	2	16	11	-0.1	-23	0	4	4	-2	-0.1
CCCn1c(N)c(Sc2ccccc2)c(=O)n(CCC)c1=O	-2	1	8	7	0.0	-8	-3	-5	2	-8	-0.9
COC(=O)c1ccc(C2Nc3cccc4cccc(c34)N2)cc1	10	-9	-9	16	0.8	-1	0	9	3	-9	-0.5
COc1c2n(C)ccc3c-2n(c(=O)c1=O)c1ccccc31	-4	5	-2	10	-0.2	-17	-3	.	-3	.	0.5
C=CC(=O)Nc1ccc(Br)cc1	-6	-9	11	13	0.1	-31	0	-2	2	-2	-2.5
Cc1ccc2ncnc(NCCCCCC(=O)O)c2c1	-9	-7	4	2	0.1	-3	-2	4	-1	-4	0.8
Cc1nn(C)c(C)c1S(=O)(=O)N1CCC(C(=O)NCC2COc3ccccc3O2)CC1 (stereo unspecified)	5	1	-14	14	-0.1	-21	-3	.	3	-2	0.1

Among those listed so far, these contain a nitro group on carbon:
SMILES	Vif inh	MITF TRPM1 inh	Peg3 prom inh	HIF-2a block	aDG glyco act	NR2E3 ag-1	Exocytosis inh	PDI turbidity	NR2E3 ag-2	CaV13 ICDI inh	iPSC survival up
Cc1cc(OC(=O)c2ccc(S(=O)(=O)N3CCOCC3)cc2)c([N+](=O)[O-])c(=O)[nH]1	6	-6	11	16	-0.3	-14	-3	3	.	4	-1.6
CN(CC(=O)O)c1ccc(S(=O)(=O)N2CCOCC2)cc1[N+](=O)[O-]	-1	-11	12	6	0.0	-23	7	7	3	0	-2.5

High-throughput results (PubChem BioAssay)
